# Compound activity deposited in PubChem BioAssay by The Scripps Research Institute Molecular Screening Center.
# SRC3 TRFRET art: TR-FRET detection interference compounds, artefact control for PPARgamma SRC-3 recruitment agonists, biochemical, TR-FRET ratio; TR-FRET artefact counter-screen, PPARgamma/SRC-3 format; stronger effect = higher value; 99,000 compounds, 0.39% hits; TR-FRET ratio at 8 µM; AID 1048, 2008; in the data active = TR-FRET ratio above about 2000; note: inactives centre near 1600
# SRC1 TRFRET art: TR-FRET detection interference compounds, primary screen, artefact control for PPARgamma SRC-1 recruitment agonists, biochemical, TR-FRET emission ratio; TR-FRET detection artefact counter-screen; stronger effect = higher value; TR-FRET ratio at 8 µM; 99,000 compounds, 0.34% hits; AID 1051, 2008; in the data active = TR-FRET ratio above about 2300; note: inactives centre near 1800
# * = called active by the depositor.
SMILES,SRC3 TRFRET art,SRC1 TRFRET art
Cc1cccc(CS(=O)(=O)Cc2ccc(C(=O)NCCN3CCCCC3C)o2)c1 (stereo unspecified),1695,1654
CC(C)Oc1ccc(/C=C(/NC(=O)c2ccccc2)C(=O)NCCC(=O)O)cc1,1689,2073
COc1ccc(CNc2c(CO)cnc3c2cnn3C)cc1,1380,1666
O=C(COC(=O)c1cccc(S(=O)(=O)N2CCc3ccccc32)c1)Nc1ncc(C(F)(F)F)cc1Cl,1607,1689
CCc1cccc(N(C(=O)c2csnn2)C(C(=O)NC(C)(C)C)c2ccncc2)c1 (stereo unspecified),1538,1776
Cc1ccc(C(=O)Nc2ccc(S(=O)(=O)N3CCOCC3)cc2)cc1,1535,1681
Cc1ccc(CNC(=O)COC(=O)CCC(=O)c2cccs2)cc1,1376,1768
Cc1nn(-c2ccccc2)c(N2CCCC2)c1/C=C1\N=C(c2ccc(F)cc2)OC1=O,1603,1798
O=C1c2ccccc2N(Cc2ccc(Cl)cc2)C2=NCCN12,1395,1821
Cc1cc(C)nc(N/N=C/c2ccccc2OCc2ccc(Cl)cc2)n1,1635,1732
CN(C)CCCCOc1ccc(Br)cc1Cl,1402,1570
Cc1oc(C(C)(C)C)c(CN2CCOCC2)c1C(=O)O,1412,1769
Cc1ccc(-c2nc3ccccc3c(=O)n2NC(=O)c2cccs2)cc1,1592,1973
CCOC1=C/C(=C/c2c(N)n3nc(S(=O)(=O)CC)sc3nc2=O)C=CC1=O,1548,1841
O=C(CCSCc1ccccc1F)NCc1cccnc1,1610,1755
COc1ccc(N(CC(=O)N2CCN(c3cccc(C)c3)C(C)C2)S(=O)(=O)c2c(C)n[nH]c2C)cc1 (stereo unspecified),1621,1569
COc1ccccc1N1C(=O)CC1(C#N)c1ccc(OCc2ccccc2)cc1 (stereo unspecified),1732,1951
COc1ccccc1-n1c(SCC(=O)Nc2ccc(F)cc2)nc2c(c1=O)SCC2,1667,1750
CCOC(=O)C1(CC2CCCCO2)CCN(Cc2nc3ccccc3nc2C)CC1 (stereo unspecified),1562,1803
COC(=O)Nc1ccc(S(=O)(=O)NCc2ccccn2)cc1,1417,1604
COc1ccc(CC(=O)NNC(=O)CSc2nnc(C)n2-c2ccccc2)cc1,1247,1577
COc1ccc(OC)c(/C=N\NC(=O)c2ccc(=O)n(C)c2)c1,1544,1738
O=C(NCc1cccs1)c1cccn2c(=O)c3sccc3nc12,1451,1792
CCC(C)N1C(=O)N(C)C2NC(=O)NC21 (stereo unspecified),1589,1901
CCOC(=O)C1(CCCc2ccccc2)CCN(Cc2cnn(C)c2)CC1,1464,1761
Cc1cccc(C(=O)NNC(=O)c2ccc(F)cc2)c1,1705,1866
O=C(CN1CCN(c2ccccc2O)CC1)NC(=O)NC1CCCC1,1695,1873
CC1(C)O[C@@H]2[C@@H](CO[C@@]3(COS(N)(=O)=O)OC(C)(C)O[C@@H]23)O1,1568,1720
COc1ccc(NS(=O)(=O)c2cccc(NC(=O)NC3CCCCC3)c2)cc1,1444,2032
CCOC(=O)C1(CC2CC2)CCN(Cc2ccc3cccc(F)c3n2)CC1,1671,1939
COc1ccccc1Nc1nc(Cl)nc(NC(C)(C)C)n1,1578,1852
Cc1ccc(C)[n+](CC(=O)c2ccc(-c3ccccc3)cc2)c1,1475,1804
CCOC(=O)C1(Cc2cccc(OC)c2)CCN(C(C)COC)CC1 (stereo unspecified),1650,1776
CCN(CC)c1ccc(N=Nc2nn(C)c(C)c2[N+](=O)[O-])cc1,1734,2023
CCOc1ccc(-c2ccc(SCC)nn2)cc1,1678,1880
Cc1ccc(C(C(=O)NCc2ccco2)N(C(=O)Cc2cccs2)c2cccnc2)cc1 (stereo unspecified),1558,1869
Cc1cnc(NC(=O)C2(c3ccccc3)CC2)s1,1401,1593
CC1(C)OC(=O)N(CCc2ccccc2)C1(C)O (stereo unspecified),1496,1941
NC(=NCCc1ccccc1)NS(=O)(=O)c1cccs1,1549,1741
Cc1nn(C)c(Cl)c1C(=O)NCC(=O)Nc1ccc(C(C)C)cc1,1517,1836
COc1ccc(CCNC(=O)Cn2cccc2C(=O)c2ccccc2C)cc1OC,1523,1553
COc1ccc(-c2nn(-c3ccccc3)cc2/C=C/C(=O)NCCCn2ccnc2)cc1OC,1525,1610
Cn1c(=O)c2c(nc(CN3CCN(Cc4ccccc4)CC3)n2Cc2ccccc2)n(C)c1=O,1398,1570
COc1ccc(NC(=O)c2cc(Br)ccc2Cl)c([N+](=O)[O-])c1,1535,1727
O=C(N/N=C/c1ccc(OCc2cnc(Cl)s2)cc1)c1ccncc1,1936,1998
COc1ccccc1N1CCN(C(CNC(=O)C2CCCCC2)c2cccnc2)CC1 (stereo unspecified),1528,1912
COc1ccc(CN(C)C(C)C(=O)Nc2ccc(S(=O)(=O)N3CCCC3)cc2)c(OC)c1OC (stereo unspecified),1819,1751
Cc1cc(C)n2c(SCC(=O)N(C)C3CCCCC3)nnc2n1,1760,1623
O=C(O)CSc1nc(-c2cccs2)cc(C(F)(F)F)n1,1611,1840
COCCNc1c(-c2cc3ccc(C)c(C)c3[nH]c2=O)nc2ccccn12,1512,1832

# The listing continues.
SMILES,SRC3 TRFRET art,SRC1 TRFRET art
Cc1ccc(S(=O)(=O)N2CCCC(C(=O)NCCC(C)C)C2)cc1 (stereo unspecified),1521,1876
O=C(CN1CCCC1)Nc1cc(F)ccc1F,1447,1800
CCOc1cc(CNC(CC)CO)ccc1OCC(=O)Nc1cccc(C(F)(F)F)c1 (stereo unspecified),1478,1774
Cc1ccc(N=C2NC(=O)/C(=C/C=C/c3ccco3)S2)cc1C,1754,1920
Cc1nc(Nc2nc3ccccc3o2)nc(C)c1C,1608,1856
O=S(Cc1ccc(Cl)cc1)c1ncc(CO)n1Cc1ccccc1 (stereo unspecified),1525,1662
COc1ccccc1CNC(=O)c1cc2c(=O)[nH]c3ccccc3c2n1C,1588,1827
CC1CC(C)CN(S(=O)(=O)c2ccc(C(=O)N(c3ccccn3)C3CCCCC3)cc2)C1 (stereo unspecified),1708,2051
C/C(CCS(=O)(=O)c1ccccc1)=N/O,1530,2159
CC(NC(=O)c1cccc(Br)c1)c1ccccc1 (stereo unspecified),1351,2008
c1ccc(-c2ncc(-c3ccn[nH]3)s2)cc1,1604,1669
CCC(/C=C1\Sc2ccc(OC)cc2N1CCO)=C\c1sc2ccc(OC)cc2[n+]1CCO,1991,2291
CCN(CC)CCNC(=O)NC(=O)c1ccc(Cl)cc1,1675,1682
NC(=S)NN=C1c2cc(S(=O)(=O)N3CCOCC3)ccc2-c2ccc(S(=O)(=O)N3CCOCC3)cc21,1632,2316*
COc1ccc(CCN2C(=O)NC(NC(=O)CCc3ccccc3)(C(F)(F)F)C2=O)cc1OC (stereo unspecified),1660,2050
Cc1cc(C(=O)COc2ccccc2C(N)=O)c(C)n1C1CC1,1484,1794
Cc1cc(C(=O)Nn2c(-c3ccncc3)nc3ccccc3c2=O)ccc1[N+](=O)[O-],1458,1921
O=C(CSc1cccc[n+]1[O-])Nc1c(Br)cc([N+](=O)[O-])cc1Br,1698,1737
COc1ccc(CCNC(=O)CCCNC(=O)Cn2cnc3sc(C)c(C)c3c2=O)cc1OC,1586,1931
CCS(=O)(=O)N1N=C(c2cccc(NS(C)(=O)=O)c2)CC1c1ccccc1 (stereo unspecified),1514,1782
COc1ccc(NC(=O)CC2SC(=NCC3CCCO3)NC2=O)cc1 (stereo unspecified),1584,1890
Cc1ccc(-n2nnc(-c3nccs3)n2)cc1,1549,1572
Cc1ccc(-n2c(SCc3nc4ccccc4c(=O)[nH]3)nnc2-c2ccccc2O)cc1,1583,1851
O=C(CCCn1cc([N+](=O)[O-])cn1)NCc1ccccc1,1750,1750
O=C(c1cc2c(=O)n3ccccc3nc2s1)N1CCOCC1,1522,1979
O=C1c2cccc3cccc(c23)N1Cc1ccc(F)cc1,1689,1905
CCn1c(=O)cc(NC2=NCC(C)CN2c2cccc(Cl)c2)n(C)c1=O (stereo unspecified),1422,1771
COc1cccc(-c2csc(N3CCN(C(=O)Nc4ccccc4Cl)CC3)n2)c1,1757,1819
Oc1ccc(Nc2nc(-c3cccs3)cs2)cc1,1505,1755
CCOC(=O)c1ccc(-n2c(CN3CCC(C(N)=O)CC3)nc3ccc([N+](=O)[O-])cc3c2=O)cc1,1545,1740
Cc1nn(CC(=O)NCc2ccc(C(=O)O)cc2)c(C)c1[N+](=O)[O-],1477,1823
OC(COC(c1ccc(Cl)cc1)c1ccc(Cl)cc1)CN1CCN(c2ccccn2)CC1 (stereo unspecified),1649,1853
Cc1cccc(NC(=S)N2CCC(O)CC2)c1C,1672,1960
CCC(C)(C)NC(=O)C(c1ccc(F)cc1)N(Cc1ccco1)C(=O)CCC(=O)Nc1ccccn1 (stereo unspecified),1700,1656
Cc1cccc(C)c1N1C(=O)c2cccc([N+](=O)[O-])c2C1=O,1521,1471
Cn1c(=O)c2c(SCC(=O)N3CCN(c4ccccc4)CC3)nc(C3CC3)nc2n(C)c1=O,1486,2061
CN(C)S(=O)(=O)c1cccc(NC(=O)COC(=O)/C=C/c2ccc3c(c2)OCO3)c1,1722,1811
CC(C)OCCCNc1ncc2c(n1)CC(c1cccs1)CC2=O (stereo unspecified),1485,1980
CS(=O)(=O)c1ccc(Cl)c(NC(=O)COC(=O)c2ccc(F)cc2Cl)c1,1375,1633
O=C(/C=C/c1ccccc1)NNC1=NS(=O)(=O)c2ccccc21,1586,1715
CSc1c2c(nc3ncnn13)CCC2,1818,1836
Cc1cc(C(=O)Nc2ccc(C)c(S(=O)(=O)N3CCOCC3)c2)c(C)o1,1750,1883
CC1=NN(c2ccccc2)C(=O)C1=C(C)C,1670,2015
CCOc1ccccc1NC(=S)N(CCN(C)C)C(C)c1ccncc1 (stereo unspecified),1412,1793
COc1cccc(N/C(N)=N/c2nc(C(F)(F)F)cc(C(F)(F)F)n2)c1,1540,1922
Cc1ccc2[nH]c(C)c(CCNC(=O)c3c(N)no[n+]3[O-])c2c1,1663,1541
CC(=O)Nc1cccc(/C(C)=N/NC(=O)c2cccc(S(=O)(=O)N3CCOCC3)c2)c1,1813,1971
COc1ccc(Cn2nnnc2CN2CCN(c3ccc(OC)cc3)CC2)cc1,1580,1964
S=C(N=Nc1ccccc1)NNc1ccccc1,1722,1521
O=C(O)CCCn1c(=S)[nH]c2c(sc3ccc([N+](=O)[O-])cc32)c1=O,1703,1799

# (continued)
SMILES,SRC3 TRFRET art,SRC1 TRFRET art
COc1ccc(N2C(=O)C3ON(C4SC(=S)N(C)C4(C)C)C(c4ccc(Cl)cc4)C3C2=O)cc1 (stereo unspecified),1645,1772
COc1cc(/C=C/C(=O)Nc2ccc(C(C)=O)cc2)cc(OC)c1OC,1436,1974
CCOC(=O)c1c(-c2ccccc2)csc1NC(=S)N(CC)CC,1851,1812
O=C(O)CCC(=O)N1N=C(c2ccco2)CC1c1cccs1 (stereo unspecified),1621,1665
OC(CNC1CCCc2ccccc21)COc1ccc2ccccc2c1 (stereo unspecified),1346,1519
O=C(Cc1ccccc1)c1c[nH]c(C(=O)NCc2ccncc2)c1,1539,2024
COc1ccc(-c2nnc(SCc3ccccc3F)o2)cc1OC,1586,1655
Cc1ccc(OCCCC(=O)Nc2ccc(S(=O)(=O)Nc3cc(C)on3)cc2)cc1,1503,1914
C/C(=N/NC(=O)c1ccc(Br)o1)c1ccc(C)o1,1731,1785
CCOc1ccc(NS(=O)(=O)c2ccc3c(c2)N(C(C)=O)CC3)cc1,1615,1603
COc1cc(/C=N/NC(=O)c2ccc(O)cc2)ccc1Oc1ccc([N+](=O)[O-])cn1,1699,1958
CCOC(=O)C1CCCN(C(=O)c2ccccc2[N+](=O)[O-])C1 (stereo unspecified),1437,1918
CN(C)CCCN(C(=O)c1ccco1)c1nc2c(F)cccc2s1,1603,1780
CCC(O)(C#CCN1CCCCC1)CC,1516,1565

# No enrichment for hits; 0.65% or so of the library scored in one or more.
